S1P4 agonist: human S1P4 receptor agonism | activation, % at 4.98 µM | 220,000 compounds, 0.35% hits | S1P4-expressing cell line, agonist reporter assay; in the data active means activation above about 11%;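 further: 0% = DMSO vehicle and 100% = reference agonist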
Target sequence (O95977 whole entry, looked up): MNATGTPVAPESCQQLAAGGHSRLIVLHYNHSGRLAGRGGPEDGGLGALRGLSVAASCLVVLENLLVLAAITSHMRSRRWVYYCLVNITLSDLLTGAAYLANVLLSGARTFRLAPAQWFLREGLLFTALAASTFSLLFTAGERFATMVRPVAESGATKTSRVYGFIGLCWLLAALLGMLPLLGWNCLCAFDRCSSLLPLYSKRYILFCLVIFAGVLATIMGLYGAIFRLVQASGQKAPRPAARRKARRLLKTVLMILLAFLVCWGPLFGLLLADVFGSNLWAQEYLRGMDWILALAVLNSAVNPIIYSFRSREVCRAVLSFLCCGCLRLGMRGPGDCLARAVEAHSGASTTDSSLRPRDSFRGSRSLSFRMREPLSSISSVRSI
NPY-Y1 antag: blocks the human neuropeptide Y Y1 receptor; P25929; HEK293-CNG Y1 cells, membrane potential fluorescence; NPY at EC95, then isoproterenol; inhibition, % at 3.6 µM; 200,000 compounds, 1% hits;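 active means inhibition above the campaign mean inhibition of all tested compounds plus 3 SD, cut at about 20% in these data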;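 further: 0% = DMSO wells given NPY plus isoproterenol and 100% = isoproterenol alone without NPY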
Target sequence (P25929 whole entry, looked up): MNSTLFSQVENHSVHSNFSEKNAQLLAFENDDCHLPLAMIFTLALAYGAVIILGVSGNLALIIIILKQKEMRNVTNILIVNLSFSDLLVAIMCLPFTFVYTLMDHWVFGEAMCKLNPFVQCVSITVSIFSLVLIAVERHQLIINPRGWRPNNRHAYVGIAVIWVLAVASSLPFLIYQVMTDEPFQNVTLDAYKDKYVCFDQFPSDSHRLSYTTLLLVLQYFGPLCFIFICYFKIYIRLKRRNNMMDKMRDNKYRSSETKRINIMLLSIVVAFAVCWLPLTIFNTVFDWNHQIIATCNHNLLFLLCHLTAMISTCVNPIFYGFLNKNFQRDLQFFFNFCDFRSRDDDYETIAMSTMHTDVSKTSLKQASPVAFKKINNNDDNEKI
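Assay system: HEK293 Y1/CNG channel cell line; Doses: single compound dose of 3.6 µM, 0.4% DMSO; Timing: dye 3 h, compound 60 min room temperature, stimulation 45 min; Technique: Membrane-potential fluorescent dye readout; Measure: % inhibition of NPY effect.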
RBBP9 inh: inhibitors of human serine hydrolase RBBP9 | O75884 | recombinant RBBP9, FP-Rh probe fluorescence polarization | inhibition, % at 7.94 µM | 220,000 compounds, 0.2% hits | AID 1515;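 active means inhibition above the campaign mean of all tested compounds plus 3 SD, cut at about 14% in these data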;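 further: plate controls were DMSO wells with RBBP9 for no effect and wells lacking RBBP9 protein for full effect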
Target sequence (O75884 whole entry, looked up): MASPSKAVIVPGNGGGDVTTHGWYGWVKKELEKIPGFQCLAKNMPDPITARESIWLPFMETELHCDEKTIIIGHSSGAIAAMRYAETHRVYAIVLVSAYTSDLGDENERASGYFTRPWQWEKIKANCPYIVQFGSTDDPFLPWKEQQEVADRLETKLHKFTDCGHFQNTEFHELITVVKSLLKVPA
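System: RBBP9 protein / Quantity: 2.5 µM RBBP9 dispensing solution, before mixing / Also added: Serine-hydrolase probe FP-Rh, 375 nM pre-mixing / Dosing: 7.94 µM single dose, 0.794% DMSO / Timing: enzyme-compound preincubation 30 min, then probe labeling 45 min, 25 °C / Signal: FP readout at 525/598 nm / Controls: DMSO-treated enzyme wells and wells lacking RBBP9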
Ba/F3 V617F tox: loss of viability in JAK2V617F-driven Ba/F3 cells; 220,000 compounds, 1.1% hits; inhibition, % at 5.6 µM; Ba/F3 EpoR-JAK2V617F viability, ATP luminescence;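 active means inhibition above the campaign mean plus 3 SD over all tested compounds, cut at about 24% in these data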;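 further: cytokine-independent growth of Ba/F3 cells driven by EpoR plus mutant JAK2; 0% = DMSO-treated cells and 100% = JAK inhibitor I control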
Runt-CBFb FRET: Runt domain-CBFb interaction inhibition; Cerulean-Runt/Venus-CBFb FRET ratio 530/480, 1 h; inhibition, % at 20 µM; 220,000 compounds, 0.46% hits; AID 1496;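 active means inhibition over about 50% at 20 µM in the single-dose screen, limit read from the data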;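 further: 0% = DMSO wells and 100% = excess unlabeled CBFb competitor control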
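Buffer or medium: Tris pH 7.5 buffer with BSA. Assay system: Cerulean-labeled Runt domain protein. Amount: each fluorescent fusion protein 100 nM. Read-out basis: loss of energy transfer signal. Incubation: 1 h compound exposure, room temperature. Probe or stimulus: Venus-CBFb binding partner, 100 nM. Detection: FRET, excitation 422 nm, emission at 530 and 480 nm.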
BaF3 parental: reduces parental Ba/F3 cell viability, JAK2V617F counter-screen. inhibition, % at 5.6 µM. AID 1486. CellTiter-Glo ATP luminescence. 220,000 compounds, 1.1% hits;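 active means inhibition above a per-campaign cutoff, the mean inhibition of all tested compounds plus 3 SD, cut at about 27% in these data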;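 further: 0% = DMSO wells and 100% = JAK Inhibitor I control wells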
NPY-Y1 PAM-ag: human NPY-Y1 potentiation or agonism, primary screen | 220,000 compounds, 0.37% hits | NPY-Y1 expressing cells, potentiator/agonist activation | P25929 | activation, % at 3.6 µM; in the data active means activation above about 33%, passing the limit was not always enough;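 further: cells stimulated with NPY at EC10 then isoproterenol at EC100; 0% = low agonist plus stimulus and 100% = saturating agonist plus stimulus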
NPY2 pot ag: potentiators or agonists of human neuropeptide Y receptor Y2; cells expressing NPY-Y2, potentiator/agonist read-out; 220,000 compounds, 0.45% hits; P49146; AID 1359; activation, % at 3.6 µM; in the data active means activation above about 27%;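 further: cells stimulated with NPY near EC25 plus isoproterenol at EC100; 0% = vehicle plus submaximal agonist and 100% = vehicle plus saturating agonist; some results beyond the cut were filed as inactive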
S1P4 antag: human S1P4 receptor antagonism | inhibition, % at 4.98 µM | 220,000 compounds, 0.26% hits | S1P4-expressing cells, antagonist mode, reporter read-out | AID 1510 | O95977; in the data active means inhibition above about 29%;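 further: 0% = wells stimulated with agonist and 100% = vehicle wells without agonist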
The depositor's hits bear a star; / = not tested or not shown.

SMILES	S1P4 agonist	NPY-Y1 antag	RBBP9 inh	Ba/F3 V617F tox	Runt-CBFb FRET	BaF3 parental	NPY-Y1 PAM-ag	NPY2 pot ag	S1P4 antag
Cc1ccccc1CC1(CO)CCCN(C(=O)c2cc(Cl)ccc2F)C1 (configuration not stated)	26*	4	-11	7	-2	5	2	-1	4
CCOC(=O)c1csc(NC(=O)CSc2nnnn2-c2ccc(OC)c(OC)c2)n1	-1.0	8	-6	-1	2	2	-21	0	-5
CC1(C)CC(=O)C2=C(C1)OC(N)=C(C#N)C2c1cccc(OC(=O)c2ccco2)c1 (configuration not stated)	0.8	-3	-8	0	0	6	24	1	0
S=C(Nc1ccc2c(c1)OCO2)Nc1ccccc1Cl	1.9	/	-8	1	21	-1	-8	-3	15
CC(=O)Nc1sc(/C(C#N)=C\c2cccc(Cl)c2)nc1-c1ccc(C)cc1	0.5	8	-6	-2	-106	8	22	4	-9
COc1ccc(C(=O)NCc2nnc(SCC(=O)NO)n2Cc2ccccc2)cc1	0.1	-1	4	-2	1	0	1	0	20
COc1nc(/C=C/N(C)C)c([N+](=O)[O-])c(OC)n1	0.2	/	3	-2	0	4	28	102*	-24
COc1cccc(C(=O)NCc2cn3ccsc3n2)c1	-0.9	-10	-3	1	2	11	72*	98*	-4
CCCOc1ccc(CCC(=O)O)cc1	-0.8	5	-9	3	1	6	-37	-16	13
Cc1ccc(NC2=NC(c3ccccc3)n3c(nc(C)cc3=O)N2)cc1 (configuration not stated)	-0.2	-2	-2	-3	2	-1	-11	8	-11
CCOC(=O)C1CCN(C(=O)COc2ccc(S(=O)(=O)NC(C)C)cc2)CC1	-0.9	3	-1	0	-1	0	1	0	-2
Cc1cc(C)cc(NC(=O)NC(C)C2CCCO2)c1 (configuration not stated)	-0.2	5	-5	0	-2	7	1	4	-13
CCCCC(=O)Nc1cccn2ncnc12	1.4	-1	-7	-6	0	4	7	9	-24
Cc1ccccc1OCc1nnc(SCC(=O)N2c3ccccc3Sc3ccc(Cl)cc32)o1	0.5	12	-13	2	0	6	-42	-9	3
Cc1cccc(OCc2nc(C#N)c(NCCN(C)C)o2)c1	-0.3	1	-7	0	-1	3	-6	-3	3

By substructure, the compounds so far with two or more sulfur atoms
SMILES	S1P4 agonist	NPY-Y1 antag	RBBP9 inh	Ba/F3 V617F tox	Runt-CBFb FRET	BaF3 parental	NPY-Y1 PAM-ag	NPY2 pot ag	S1P4 antag
CCOC(=O)c1csc(NC(=O)CSc2nnnn2-c2ccc(OC)c(OC)c2)n1	-1.0	8	-6	-1	2	2	-21	0	-5
Cc1ccccc1OCc1nnc(SCC(=O)N2c3ccccc3Sc3ccc(Cl)cc32)o1	0.5	12	-13	2	0	6	-42	-9	3

Additional entries follow.
SMILES	S1P4 agonist	NPY-Y1 antag	RBBP9 inh	Ba/F3 V617F tox	Runt-CBFb FRET	BaF3 parental	NPY-Y1 PAM-ag	NPY2 pot ag	S1P4 antag
Cc1cccc(N2C(=O)CC(Sc3ncn[nH]3)C2=O)c1 (configuration not stated)	1.4	-9	-6	0	10	5	3	4	-9
CC1(C)CC(=O)C(CC2C(=O)CC(C)(C)CC2=O)C(=O)C1	0.1	/	-8	-6	1	-1	4	5	-1
CC(=O)Nc1nc(SCC(=O)Nc2nnc(C)s2)[nH]c(=O)c1NC(=O)c1cccs1	0.7	1	-3	4	-2	5	4	-12	-1
CN(C)CCC(O)(c1ccccc1)c1ccccc1	-1.0	-5	-3	-2	0	2	-21	-6	-3
COc1ccc(-c2csc(NC(=O)c3ccccc3C(=O)O)n2)cc1	1.1	2	-2	2	2	9	15	5	-2
O=C(Nc1ncc2c(n1)-c1ccccc1CC2)c1ccccc1	-1.9	5	-5	-1	0	2	1	-6	8
CSc1nc(C)nc(C2CC2)c1C#N	1.4	/	-5	-3	4	2	11	-2	-8
O=C(N/N=C/c1ccc(OCc2ccccc2)cc1)c1ccc(O)cc1	2.4	-2	-14	8	0	13	15	2	-8
COC(=O)c1sc(C(C)(C)C)cc1CSc1ccccc1	2.4	/	-11	3	-2	0	-21	-10	12
COc1ccc(OC)c(-c2[nH]nc3c2C(c2ccco2)C(C#N)=C(N)O3)c1 (configuration not stated)	-1.5	48*	-7	-4	0	0	-18	-13	-10
CCOC(=O)NC(=O)/C(N=Nc1cc(C)cc(C)c1)=C(\C)O	-2.1	9	-6	6	-5	10	-11	-13	-9
O=C1N=C(N2CCCCC2)S/C1=C\c1cn[nH]c1-c1ccccc1	-0.6	2	0	-5	-2	3	-1	6	-80
Clc1cccc(N2CCN(Cc3nnc(-c4ccccc4)o3)CC2)c1	-1.2	12	2	1	-2	4	-20	-6	10
CN(C)c1ccc(C(=O)C(O)c2ccccc2)cc1 (configuration not stated)	-1.2	4	-3	0	0	6	-3	17	-13
CCOC(=O)CNC(=S)N(CCCN1CCCCCC1)Cc1cccs1	1.3	4	-9	0	0	0	-3	-7	-2
O=S1(=O)C=C(N2CCCCC2)c2ccccc21	0.1	2	1	4	2	6	-5	-17	9
CCSc1nnc(NC(=O)C(C)(C(F)(F)F)C(F)(F)F)s1	-1.2	-7	-5	-2	-2	0	13	5	-3
NS(=O)(=O)c1ccc(CCNC(=O)CSc2ncnc3ccccc23)cc1	-2.5	-1	-3	3	1	9	-4	-9	-22
C=CCNC(=S)N1CCN(C2CCCCC2)CC1	0.6	/	1	2	-1	-3	-28	-2	-1
CC(C)c1cc(N=NC(N)=O)cc(C(C)C)c1O	0.9	4	-1	-1	/	7	1	2	-21
Cc1ccc(C=C2C(=O)c3ccccc3C2=O)o1	2.1	0	-2	-1	8	5	6	3	-13
Cc1nn(Cc2cccc(F)c2)c(C)c1NC(=O)c1ccc(COc2ccccc2Cl)cc1	0.2	-5	-3	-4	1	2	18	8	-19
CCOc1ccc(Oc2cc(NC(=O)c3ccco3)cc([N+](=O)[O-])c2)cc1	-0.1	6	-6	-1	-1	4	14	-4	0
COC(=O)C1[C@H]2C(=O)N(Cc3cccs3)C[C@]23C=C[C@H]1O3 (some centres not stated)	0.1	1	-4	-2	0	5	9	5	10
Cc1nc(NC(=O)c2ccccc2[N+](=O)[O-])sc1C(=O)N(C)C	1.3	-4	-3	3	-2	7	-13	-4	2
Cc1cccc(C)c1N1CCN(C(=O)Nc2ccc3c(c2)OCCO3)CC1	-2.0	2	-5	-2	0	9	34	26	-23
Cc1noc(C)c1COC(=O)CNC(=O)c1ccc(Cl)cc1	0.8	-5	-5	1	0	4	-10	3	6
COc1ccc(-n2nnc3c(=O)n(C/C=C/c4ccccc4)cnc32)cc1	1.8	14	15*	-4	-2	4	-14	-8	-4
O=C(NNC(=O)c1cccs1)c1ccco1	-0.6	6	-1	0	1	3	0	-1	-7
CCC1=NC(c2ccc(OC)c(OC)c2)N(O)C1(C)C (configuration not stated)	3.1	3	-4	-2	-1	6	18	1	-20

Part of the list above in a different format.
CSc1nc(C)nc(C2CC2)c1C#N
  S1P4 agonist: 1.4; NPY-Y1 antag: /; RBBP9 inh: -5; Ba/F3 V617F tox: -3; Runt-CBFb FRET: 4; BaF3 parental: 2; NPY-Y1 PAM-ag: 11; NPY2 pot ag: -2; S1P4 antag: -8
CCCOc1ccc(CCC(=O)O)cc1
  S1P4 agonist: -0.8; NPY-Y1 antag: 5; RBBP9 inh: -9; Ba/F3 V617F tox: 3; Runt-CBFb FRET: 1; BaF3 parental: 6; NPY-Y1 PAM-ag: -37; NPY2 pot ag: -16; S1P4 antag: 13

Going on with the list.
SMILES	S1P4 agonist	NPY-Y1 antag	RBBP9 inh	Ba/F3 V617F tox	Runt-CBFb FRET	BaF3 parental	NPY-Y1 PAM-ag	NPY2 pot ag	S1P4 antag
O=C(Nc1ccc(S(=O)(=O)Nc2nccs2)cc1)c1cccc(N2C(=O)c3ccccc3C2=O)c1	0.6	0	-8	-2	-1	2	14	11	3
COc1ccc(C(=O)OCC(=O)NC2CC2)cc1[N+](=O)[O-]	1.3	-1	-9	-1	3	4	5	8	-16
CCN(CC)CCOC(=O)c1ccc(NC(=O)CNC(=O)C2CCCCC2)cc1	0.8	3	0	-1	0	3	-15	3	-12
COc1cccc(NC(=O)[C@@H]2CCCN2C(=O)C2CCN(S(=O)(=O)c3ccc(C)cc3)CC2)c1	1.1	9	-8	2	-2	4	0	0	3
COc1ccccc1N(C)S(=O)(=O)c1ccc(C(=O)Nc2ccc3nc(C)sc3c2)cc1	-0.3	-2	-16	-1	-5	7	25	-6	-13
CC(C)Cn1c(-c2cc([N+](=O)[O-])ccc2Cl)nc2c1c(=O)[nH]c(=O)n2Cc1ccccc1	-1.4	2	-11	1	0	10	-25	5	-8
O=C1CC(N2CCSCC2)C(=O)N1CCc1ccccc1 (configuration not stated)	-1.2	-6	-3	0	0	-1	-11	8	-15
CCC(CO)N=C1CC(C)(C)CC(=O)/C1=C(/O)CCCN1C(=O)c2ccccc2C1=O (configuration not stated)	-1.4	1	-7	0	0	6	-2	0	-12
COc1ccccc1OCc1nnc(SCC(=O)c2cc(Cl)ccc2OC)o1	-0.7	6	-2	-1	-2	5	-18	-5	-14

Record cards, from the list above:
Listed for O=C1CC(N2CCSCC2)C(=O)N1CCc1ccccc1 (configuration not stated) → S1P4 agonist: -1.2; NPY-Y1 antag: -6; RBBP9 inh: -3; Ba/F3 V617F tox: 0; Runt-CBFb FRET: 0; BaF3 parental: -1; NPY-Y1 PAM-ag: -11; NPY2 pot ag: 8; S1P4 antag: -15
Listed for COc1cccc(NC(=O)[C@@H]2CCCN2C(=O)C2CCN(S(=O)(=O)c3ccc(C)cc3)CC2)c1 → S1P4 agonist: 1.1; NPY-Y1 antag: 9; RBBP9 inh: -8; Ba/F3 V617F tox: 2; Runt-CBFb FRET: -2; BaF3 parental: 4; NPY-Y1 PAM-ag: 0; NPY2 pot ag: 0; S1P4 antag: 3

S1P4 agonist: hit marks shown above
SMILES | S1P4 agonist | NPY-Y1 antag | RBBP9 inh | Runt-CBFb FRET | NPY-Y1 PAM-ag | NPY2 pot ag | S1P4 antag
Cc1ccccc1CC1(CO)CCCN(C(=O)c2cc(Cl)ccc2F)C1 (configuration not stated) | 26* | 4 | -11 | -2 | 2 | -1 | 4

Screens: PubChem, several laboratories
